High-throughput results as filed in PubChem.
S2 tox: cell viability loss in ATXN counter-screen; AID 651635; 400,000 compounds, 0.49% hits; Potency, µM (top dose mostly 56.7 µM), usual class: cytotoxic; S2 cells (HEK-293 line with an ATXN2-luciferase reporter) viability, CellTiter-Fluor protease fluorescence, 24 h; note: potency is the fitted concentration of half-maximal effect; nearly all actives have a fitted effect of over 40% in size
A549 viability: kills or reduces viability of A549 cells in Nrf2 counter-screen | AID 504648 | A549 ARE-Fluc cells, CellTiter-Fluor viability, 18-24 h | Potency, µM (titrated, usually from 46 µM), without a hit: at the highest dose activity change, negative = cytotoxicity, most hits filed as inhibitors | 390,000 compounds, 0.16% hits; note: potency is the fitted concentration of half-maximal effect; % is set by controls: 0 for no effect and ±100 for the full control effect
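A549 ARE_Fluc cells in 5% FBS OPTI-MEM were exposed to compounds in concentration-response for 18-24 h at 37 deg C. Viability was read by CellTiter-Fluor fluorescence (Ex 405/Em 525) after 30 min, before the luciferase read.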
Nrf2 block: Nrf2 pathway inhibition; A549 ARE-Fluc reporter, luciferase luminescence, 18-24 h; Potency, µM (series often up to 46 µM), for inactives: top-dose activity change, negative = inhibition, hits mostly inhibitors; 360,000 compounds, 2.1% hits; AID 504444; note: potency is the fitted concentration of half-maximal effect; % is set by controls: 0 for no effect and ±100 for the full control effect; nearly all actives have a fitted effect of over 60% in size
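Two sequential reads on A549 ARE_Fluc cells exposed to compound for 18-24 h: a CellTiter-Fluor fluorescence read for viability, then a luciferase luminescence read for Nrf2/ARE activity.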
HepG2 tox: HepG2 cytotoxicity, counter-screen for TGF-b inhibitors; HepG2 CAGA-GFP viability, ATP luminescence, 18 h; Potency, µM (top dose mostly 46.1 µM), inactives show at the highest dose activity change, negative = cytotoxicity, usual class: cytotoxic; 410,000 compounds, 0.76% hits; note: potency is the fitted concentration of half-maximal effect; some results filed as inactive show a strong effect at the top dose
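CellTiter-Glo luminescence gave cytotoxicity after 18 hours at 37 degrees C. The cells were HepG2 CAGA-GFP in 1% FBS DMEM, stimulated with 500 pg/mL TGF-beta after compound addition. %Activity was normalised to no-cell wells (complete cell-killing) and DMSO (no toxicity), and curves were fitted and classified.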
EPAC2 agonist: EPAC2 (human) agonism | EPAC2 activation, biochemical qHTS; response scale: 100% = 6.5 mM cAMP response | Potency, µM (top dose mostly 154 µM), inactives show top-dose activation, hits mostly activators | 360,000 compounds, 0.079% hits; note: potency is the fitted concentration of half-maximal effect; nearly all actives have a fitted effect of over 50% in size
Target sequence (Q8WZA2 whole entry, looked up): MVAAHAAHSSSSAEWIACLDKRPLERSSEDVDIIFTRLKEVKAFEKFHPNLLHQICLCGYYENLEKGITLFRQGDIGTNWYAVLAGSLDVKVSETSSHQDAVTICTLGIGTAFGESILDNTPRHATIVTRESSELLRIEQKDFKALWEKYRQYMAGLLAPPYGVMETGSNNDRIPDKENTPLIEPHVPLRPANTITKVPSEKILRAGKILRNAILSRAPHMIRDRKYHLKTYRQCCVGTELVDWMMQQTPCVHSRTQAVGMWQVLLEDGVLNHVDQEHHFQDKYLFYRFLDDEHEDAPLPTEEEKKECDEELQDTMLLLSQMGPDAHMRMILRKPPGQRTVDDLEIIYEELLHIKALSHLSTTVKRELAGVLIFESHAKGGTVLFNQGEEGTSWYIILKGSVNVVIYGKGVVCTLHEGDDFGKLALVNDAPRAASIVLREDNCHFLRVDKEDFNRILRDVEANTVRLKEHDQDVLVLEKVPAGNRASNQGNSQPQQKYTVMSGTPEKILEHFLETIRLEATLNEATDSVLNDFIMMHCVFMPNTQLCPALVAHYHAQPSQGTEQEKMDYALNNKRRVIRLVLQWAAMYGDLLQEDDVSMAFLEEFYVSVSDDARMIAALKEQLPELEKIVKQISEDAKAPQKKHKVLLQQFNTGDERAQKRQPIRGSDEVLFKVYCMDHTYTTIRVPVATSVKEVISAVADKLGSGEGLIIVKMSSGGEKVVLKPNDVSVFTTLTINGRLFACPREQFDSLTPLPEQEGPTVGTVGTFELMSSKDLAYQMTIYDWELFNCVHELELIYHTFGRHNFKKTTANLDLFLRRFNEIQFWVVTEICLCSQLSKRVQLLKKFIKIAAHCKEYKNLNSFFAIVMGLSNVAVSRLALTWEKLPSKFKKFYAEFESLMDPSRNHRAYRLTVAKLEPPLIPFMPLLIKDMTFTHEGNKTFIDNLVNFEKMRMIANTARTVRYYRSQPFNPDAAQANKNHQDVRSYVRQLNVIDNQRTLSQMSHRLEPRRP
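Each well held 100 nM EPAC2, 250 nM RAP1B-BODIPY-GDP and 50 uM GDP. Fluorescence, read at 5-min intervals to 30 min, was referenced to a 6.5 mM cAMP positive control.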
Nrf2 activator: Nrf2 pathway activation; AREc32 ARE-luciferase reporter (MCF7-derived line), luminescence, 24 h; Potency, µM (series often up to 46.1 µM), for the others: top-dose activation, hits mostly activators; 410,000 compounds, 0.31% hits; note: potency is the fitted concentration of half-maximal effect; % of control where 0% means no effect; nearly all actives have a fitted effect of over 65% in size
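AREc32 cells carrying an ARE-driven firefly luciferase, 1000 cells/well in OPTI-MEM with 5% FBS, dosed after overnight attachment and incubated 24 hr at 37 deg C. Steady-Glo luminescence read after 30 min at RT.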
TGFb inhibitor: TGF-b pathway inhibition | AID 588855 | Potency, µM (series often up to 46.1 µM), inactives show at the highest dose activity, negative = inhibition, most hits filed as inhibitors | HepG2 CAGA-GFP TGF-b/SMAD3 reporter, GFP fluorescence, 18 h; TGF-beta stimulated, 500 pg/mL final | 410,000 compounds, 1.2% hits; note: potency is the fitted concentration of half-maximal effect; % is set by controls: 0 for no effect and ±100 for the full control effect; nearly all actives have a fitted effect of over 65% in size
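GFP signal (ex488/em500-530) from TGF-beta-stimulated HEPG2 CAGA-GFP cells, 500 pg/mL final, 18 h at 37 degrees C in DMEM plus 1% FBS, normalized to unstimulated and DMSO-stimulated controls.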
IL2 activator: activators of IL-2. IL-2 activation reporter assay, cell-based qHTS; stimulated with anti-CD3/CD4/CD28 beads; in transgenic mouse T cells. activation, % (series mostly up to about 46 µM). 360,000 compounds, 0.065% hits. AID 652025; in the data active = activation above about 50%; inconclusive = mostly about 30% to 49%; note: 0% is about no effect
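Quantitative HTS in unstimulated transgenic mouse T cells, with memory T cells as non-tolerant control and PMA/ionomycin as tolerance-bypass control. Compound pretreatment lasted 60 minutes before 18 h bead stimulation; EGFP/DsRed fluorescence read.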
ATXN2 expr inh: inhibitors of ATXN2 expression. HEK-293 ATXN2-luciferase reporter, luminescence, 24 h. Potency, µM (top dose mostly 57 µM), for the others: at the highest dose activity change, negative = inhibition, most hits filed as inhibitors. 360,000 compounds, 0.72% hits; note: potency is the fitted concentration of half-maximal effect; % is set by controls: 0 for no effect and ±100 for the full control effect; nearly all actives have a fitted effect of over 55% in size
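qHTS (up to 57 uM final) was run with 24 h compound exposure of reporter cells at 37 °C. Each well was multiplexed: SteadyGlo luminescence measured ATXN2-luciferase expression after a fluorogenic Gly-Phe-AFC viability readout (25 uM final).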
Starred values were filed as active, the others as inactive; i = inactive; u = inconclusive; x = no result given; [ ] = dose if it differs, or a comment. Unless noted, calls come from the whole dose curve; as a rule, active = well fitted curve in the direction sought with a large enough effect; inconclusive = small, poorly fitted or top-dose-only effect, or another doubt; inactive = no such curve, though single readings can be large; an effect the other way counts as inactive or inconclusive.

#	canonical_smiles	S2 tox	A549 viability	Nrf2 block	HepG2 tox	EPAC2 agonist	Nrf2 activator	TGFb inhibitor	IL2 activator	ATXN2 expr inh
1	Cc1nn(C(=O)c2ccccc2F)c(C)c1S(=O)(=O)N1CCCCCC1	i	8.0%	x	-12.6%	x	-1.0%	-16.9%	x	15.8%
2	Cc1cccc(-c2nc(CSc3nc4c(c(=O)[nH]3)CCC4)c(C)o2)c1	i	0.6%	-4.4%	0.6%	2.6%	-0.1%	-12.1%	-0.7	-12.1%
3	CCC(C)NC(=S)Nc1ccccc1 (stereo not given)	i	-10.0%	-17.3%	-3.8%	5.7%	0.1%	-3.1%	-0.1	-10.8%
4	Cc1ccc(OC(C)C(=O)Nc2ccc(S(=O)(=O)Nc3nccs3)cc2)cc1 (stereo not given)	i	1.1%	-6.8%	10.7%	10.7%	-0.5%	u	-1.4	0.7%
5	O=C(Nc1ccccc1CC[N+](=O)[O-])N1CCN(c2ccccc2)CC1	i	5.5%	u	-6.6%	6.6%	6.2%	-11.6%	-1.3	17.0%[11.3 µM]
6	CC(C)CCn1nc(C(=O)OCC(=O)NC(C)c2ccccc2)c2ccccc2c1=O (stereo not given)	i	x	x	-40.5%	17.9%	0.5%	-29.8%	-2.0	x
7	O=C(Nc1ccccc1C(F)(F)F)C1CCCC1	i	24.9%	2.9%	-18.6%	1.9%	-0.7%	-1.5%	1.7	-14.1%
8	COc1ccc(C(=O)NNC(=O)c2cccs2)cc1S(=O)(=O)N1CCOCC1	i	3.3%	9.5%	16.3%	-5.7%	0.1%	8.6%	-0.2	4.4%
9	CCOc1ccccc1CNC(=O)c1ccc(NC(=O)C2=CSCCO2)cc1	i	1.0%	21.5%	-48.0%	5.2%	4.3%	-28.9%	2.0	x
10	NC(=O)c1nsc(C(=O)N(c2ccccc2)C(C(=O)NCc2ccc(F)cc2)c2ccco2)c1N (stereo not given)	i	2.9%	-19.8%	7.7%	-3.6%	0.0%	-27.3%	-3.3	3.8%
11	Cc1ccc(/C=[N+](/C)[O-])cc1	i	-0.1%	-1.9%	-6.0%	7.7%	-0.2%	-0.4%	2.6	1.0%
12	O=C(COc1ccc2ccc(=O)oc2c1)NCCc1c[nH]c2ccc(F)cc12	i	-1.4%	u	-4.2%	7.4%	-0.7%	1.6%	-4.2	-8.9%
13	CCCCn1c(=O)[nH]c(=O)c2c1nc(-c1ccc([N+](=O)[O-])cc1)n2CC	i	-2.2%	-7.7%	-2.1%	1.3%	1.8%	4.1%	0.4	-9.0%
14	CCOC(=O)c1[nH]c(C)c(CN(CCc2ccccc2)S(C)(=O)=O)c1C	i	5.3%	u	-4.6%	-0.9%	3.2%	7.1%	-1.2	-4.7%
15	O=C(NC1CC(=O)N(c2ccccc2)C1)c1cccs1 (stereo not given)	x	1.0%	x	-2.4%	x	1.0%	2.1%	x	x
16	COc1ccc(N2CCCC2)c(NC(=O)c2ccc([N+](=O)[O-])o2)c1	u	-10.1%	u	-41.0%	3.4%	u	5.62µM*	1.3	-38.7%
17	O=C(CCNC(=O)N1CC(=O)Nc2ccccc21)NCCc1cccc(F)c1	i	2.8%	-21.7%	-1.1%	5.1%	-0.1%	4.9%	-0.8	9.6%
18	COc1ccc(-c2ncncc2-c2csc(C)n2)c(O)c1	i	-23.3%	5.6%	-29.0%	7.2%	-0.1%	1.4%	1.5	4.2%
19	O=C(NC1CCCC1)C(c1ccccn1)N(C(=O)c1csnn1)c1ccccc1 (stereo not given)	i	2.2%	-3.7%	-5.4%	9.2%	-0.3%	7.8%	1.7	-7.0%
20	CCN1CCN(C(=O)/C=C/c2cccc(Cl)c2)CC1	i	7.2%	21.9%	2.9%	2.9%	-0.6%	1.0%	-3.5	2.1%
21	COC(=O)c1cccc(-n2c(CCC(=O)O)ccc2-c2ccc(OC)cc2)c1	u	-8.9%	3.2%	6.5%	x	u	u	x	16.4%
22	COc1ccc(CCNC(=O)c2c[nH]c3ccc(F)cc3c2=O)cc1OC	i	-7.9%	-4.0%	-8.9%	1.8%	0.4%	-3.8%	0.5	-30.3%
23	CC(CCc1ccccc1)NC(=O)c1nnc(Cc2ccc(F)cc2)o1 (stereo not given)	i	-0.4%	-15.7%	-9.9%	23.8%	-0.5%	-2.8%	-1.6	-2.8%
24	COc1cccc(NC(=O)CN(C)C(=O)CN2C(=O)NC(C)(c3ccc4ccccc4c3)C2=O)c1 (stereo not given)	i	-3.5%	11.4%	-4.1%	-3.6%	-0.5%	-26.3%	-5.0	-2.1%
25	CCOc1ccccc1C1NC(=O)CCC1[N+](=O)[O-] (stereo not given)	i	-9.6%	-6.3%	20.8%	-0.2%	-0.6%	3.9%	0.2	-2.7%
26	Cc1noc(C)c1C(=O)NCC(=O)Nc1ccccc1Br	i	9.6%	6.8%	-15.7%	12.1%	0.2%	18.3%	0.3	x
27	CC(O)[C@H]1CNC(=O)C(=O)N1CCc1cccc2ccccc12 (stereo not given in full)	i	-5.7%	3.0%	4.7%	2.4%	0.4%	5.0%	0.1	5.4%
28	CC(C)CC(=O)Nc1ccnn1C1CCN(C(=O)c2ccc(F)cc2Cl)CC1	i	-0.7%	-6.2%	-11.6%	1.7%	-0.3%	-3.6%	0.1	5.9%
29	COc1ccccc1C1C([N+](=O)[O-])=CC([N+](=O)[O-])=CN1C (stereo not given)	i	u	-0.6%	-23.0%	5.9%	10.8%	4.9%	0.9	2.4%
30	Cc1n[nH]c(C)c1CN(C)C(=O)C1CCC(=O)N(CCc2cccc(F)c2)C1 (stereo not given)	i	2.2%	-19.6%	0.4%	1.1%	0.1%	-5.9%	0.1	12.2%
31	CC(CCc1ccccc1)NC(=O)Cc1ccc([N+](=O)[O-])cc1 (stereo not given)	i	4.8%	-13.5%	-24.3%	6.9%	-0.5%	10.0%	0.2	-5.8%
32	CCOc1cc(C2C(C(=O)OC)=C(C)NC3=C2C(=O)c2ccccc23)c(Br)cc1OC (stereo not given)	i	-1.2%	14.0%	-36.7%	x	6.8%	-5.2%	x	-11.2%
33	COc1ccc(-c2[nH]ncc2CN2CCCC(C(=O)c3ccc(OC)cc3OC)C2)cc1 (stereo not given)	i	2.7%	32.3%	-0.1%	13.4%	0.2%	-3.1%	3.1	x
34	O=C(CN1CCOCC1)Nc1ccc2c(c1)OCO2	i	9.0%	2.6%	0.8%	-1.6%	-0.7%	7.4%	-3.4	-2.5%
35	CCOc1ccc(NC(=O)CCC(=O)Nc2cc(OC)c(NC(=O)c3ccco3)cc2OC)cc1	i	8.9%	-4.8%	0.6%	11.6%	-0.6%	-0.8%	-2.7	-6.5%
36	CCOC(=O)c1cccc(NC(=O)N2CC(CC)Sc3ccccc32)c1 (stereo not given)	x	9.4%	-14.0%	-1.8%	x	0.5%	0.0%	x	x
37	CCCCNC(=O)CN1C(=O)COc2ccc(S(=O)(=O)N3CCCC3)cc21	i	15.8%	15.1%	1.7%	x	-0.1%	2.7%	x	4.8%
38	CC(C)COc1ccc(/C(O)=C2/C(=O)C(=O)N(CCN(C)C)C2c2ccncc2)cc1 (stereo not given)	i	-6.0%	2.3%	-29.2%	5.0%	-0.7%	2.7%	-0.8	2.7%
39	CCOC(=O)c1cnn(-c2ccc(C(F)(F)F)cn2)c1N	i	0.0%[1.84 µM]	u	-4.2%	-3.3%	3.1%	-1.1%	-2.7	59.7%[activator]
40	O=C(CSc1nccn1Cc1ccco1)Nc1ccccc1C(F)(F)F	i	1.5%	1.9%	0.8%	3.4%	0.2%	-24.8%	-3.3	15.9%
41	O=C(COC(=O)c1cccc(Cl)c1Cl)NC1CCCCCC1	i	x	x	9.3%	15.3%	-1.0%	0.1%	-2.9	x
42	COCC(CN1CCN(C2=NS(=O)(=O)c3ccccc32)CC1)OC(=O)c1ccccc1 (stereo not given)	i	5.9%	-11.7%	1.7%	1.2%	-0.3%	-0.3%	-3.1	-15.5%
43	COC(=O)c1ccc(NC(=O)COC(=O)CCC2CCCC2)cc1	i	2.5%	0.8%	12.2%	4.7%	0.2%	1.8%	0.8	11.9%
44	CC(C)(C)NC(=O)CSc1nsc(SCC(=O)NC(C)(C)C)c1C#N	i	-28.3%	u	-29.8%	9.0%	3.9%	-5.0%	-0.7	5.0%
45	Cc1cccc(NS(=O)(=O)c2ccc(C)c(C(=O)N3CCN(C(=O)c4ccco4)CC3)c2)c1	i	0.9%	-20.4%	0.5%	8.7%	0.0%	-0.5%	0.4	7.4%
46	COc1cc(NC(=S)NN2CCOCC2)cc(OC)c1	i	4.3%	5.8%	1.4%	3.0%	2.0%	2.5%	2.1	-2.1%
47	COc1cc(OC)cc(C(=O)Nn2cnnc2)c1	i	6.5%	0.2%	1.7%	3.3%	-0.8%	13.1%	0.5	-13.4%
48	CCC(C)c1ccc(OCC(=O)Nc2cccc(C(=O)Nc3ccc(C(=O)O)cc3)c2)cc1 (stereo not given)	i	0.2%	7.6%	-19.9%	0.1%	-1.2%	-20.0%	-1.8	57.5%[activator]

Full records, looked up by structure. Order of screens: S2 tox | A549 viability | Nrf2 block | HepG2 tox | EPAC2 agonist | Nrf2 activator | TGFb inhibitor | IL2 activator | ATXN2 expr inh
CCOC(=O)c1cccc(NC(=O)N2CC(CC)Sc3ccccc32)c1 (stereo not given) in the list: x | 9.4% | -14.0% | -1.8% | x | 0.5% | 0.0% | x | x
COCC(CN1CCN(C2=NS(=O)(=O)c3ccccc32)CC1)OC(=O)c1ccccc1 (stereo not given) in the list: i | 5.9% | -11.7% | 1.7% | 1.2% | -0.3% | -0.3% | -3.1 | -15.5%
CCOc1ccc(NC(=O)CCC(=O)Nc2cc(OC)c(NC(=O)c3ccco3)cc2OC)cc1 in the list: i | 8.9% | -4.8% | 0.6% | 11.6% | -0.6% | -0.8% | -2.7 | -6.5%
